Mtb FBA inh = inhibitors of M. tuberculosis fructose-bisphosphate aldolase. 360,000 compounds, 2.3% hits. P9WQA3. inhibition, % at 1 µM. purified M. tuberculosis FBA, fluorescence read-out. AID 588726; in the data active means inhibition above about 27%;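 further: 0% = vehicle and 100% = reference inhibitor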
Target sequence (P9WQA3 whole entry, looked up): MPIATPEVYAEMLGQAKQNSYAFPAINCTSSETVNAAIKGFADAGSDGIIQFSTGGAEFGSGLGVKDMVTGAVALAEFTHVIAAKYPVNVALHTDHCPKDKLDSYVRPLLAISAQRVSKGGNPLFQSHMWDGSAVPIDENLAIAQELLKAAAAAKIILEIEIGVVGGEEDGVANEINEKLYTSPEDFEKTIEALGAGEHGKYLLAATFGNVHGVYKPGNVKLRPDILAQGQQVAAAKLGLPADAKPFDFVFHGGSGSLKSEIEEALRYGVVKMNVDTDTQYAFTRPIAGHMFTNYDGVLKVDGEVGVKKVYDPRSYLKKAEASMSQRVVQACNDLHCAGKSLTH
BioA inh = blocks M. tuberculosis BioA enzyme activity; AID 602481; purified M. tuberculosis BioA enzyme, plate reader; 360,000 compounds, 0.096% hits; inhibition, % at 9.99 µM; in the data active means inhibition above about 40%
Rv3671c protease = inhibitors of M. tuberculosis serine protease Rv3671c | P9WHR9 | inhibition, % at 5.96 µM | 320,000 compounds, 0.048% hits; in the data active means inhibition above about 38%;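 further: extracellular domain of Rv3671c used as enzyme; 0% = enzyme with DMSO and 100% = no enzyme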
Mtb UGM inh = blocks M. tuberculosis UGM enzyme; P9WIQ1; purified UGM, fluorescence polarization probe displacement; inhibition, % at 10 µM; 320,000 compounds, 0.06% hits; AID 504406; in the data active means inhibition above about 10%, passing the limit was not always enough
Target sequence (P9WIQ1 whole entry, looked up): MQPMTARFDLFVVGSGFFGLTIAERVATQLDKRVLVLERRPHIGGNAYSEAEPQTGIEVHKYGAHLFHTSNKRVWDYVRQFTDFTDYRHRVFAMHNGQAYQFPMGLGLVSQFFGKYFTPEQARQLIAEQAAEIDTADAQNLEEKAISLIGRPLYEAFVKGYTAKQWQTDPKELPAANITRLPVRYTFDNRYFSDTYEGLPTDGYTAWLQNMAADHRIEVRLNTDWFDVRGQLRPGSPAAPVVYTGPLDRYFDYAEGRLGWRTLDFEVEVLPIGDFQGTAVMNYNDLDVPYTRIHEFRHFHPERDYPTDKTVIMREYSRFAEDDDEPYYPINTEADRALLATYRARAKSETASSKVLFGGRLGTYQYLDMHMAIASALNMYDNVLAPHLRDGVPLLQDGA
FadD28 FP inh = inhibitors of Mycobacterium tuberculosis FadD28 bisubstrate binding; FadD28 bisubstrate probe binding, fluorescence polarization; inhibition, % at 12.5 µM; 360,000 compounds, 0.22% hits; AID 588549; in the data active means inhibition above about 8.5%, passing the limit was not always enough
CCHF vOTU inh = CCHFV vOTU protease inhibition; Pep-AMC fluorescence; inhibition, % at 11.5 µM; 370,000 compounds, 0.55% hits; AID 651958; further: 0% = vehicle wells with enzyme and 100% = no enzyme wells
MazEF act = MazEF (E. coli) toxin RNase activation; P0AE70; FAM/BHQ RNA-DNA oligo cleavage fluorescence, 5 h; activation, % at 20 µM; 350,000 compounds, 0.32% hits; in the data active means activation above about 50%
Target sequence (P0AE70 whole entry, looked up): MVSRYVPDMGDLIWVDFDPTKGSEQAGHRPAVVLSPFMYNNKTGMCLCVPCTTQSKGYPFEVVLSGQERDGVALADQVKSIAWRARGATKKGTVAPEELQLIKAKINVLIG
BoNT F protease = BoNT F light chain protease inhibition; inhibition, % at 10 µM; Multiplex microsphere protease cleavage assay, flow cytometry; 360,000 compounds, 0.22% hits; in the data active means inhibition above about 35%, passing the limit was not always enough; further: plate controls were buffer without enzyme for full effect and enzyme alone for no effect
GDH-TPI inh = GDH-TPI coupled enzyme inhibition counter-screen; 360,000 compounds, 1.2% hits; GDH-TPI coupled enzyme counterscreen, NADH absorbance; inhibition, % at 4.8 µM;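 further: 0% = DMSO wells and 100% = wells lacking the enzyme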
VHR inh abs = DUSP3 (human) phosphatase inhibition. 290,000 compounds, 0.52% hits. inhibition, % at 13.3 µM. recombinant VHR phosphatase, pNPP absorbance; in the data active means inhibition above about 50%; further: some compounds called inactive have numbers as strong as hits
Target sequence (P51452 whole entry, looked up): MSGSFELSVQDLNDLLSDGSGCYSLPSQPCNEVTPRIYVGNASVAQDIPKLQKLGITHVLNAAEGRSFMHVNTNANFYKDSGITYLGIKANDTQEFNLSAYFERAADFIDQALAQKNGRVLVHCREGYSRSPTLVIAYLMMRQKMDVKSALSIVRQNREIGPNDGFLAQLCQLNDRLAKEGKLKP
Numbers without * were called inactive; . = no result given. Unless noted, no stated cut-off is given here; in the data, active means inhibition above about 30%; inactive means the rest.

SMILES | Mtb FBA inh | BioA inh | Rv3671c protease | Mtb UGM inh | FadD28 FP inh | CCHF vOTU inh | MazEF act | BoNT F protease | GDH-TPI inh | VHR inh abs
CC1(C)CC(=O)c2cn3c(nc2C1)nc1ccccc13 | 1 | -5.3 | -3 | 0.5 | -1.4 | -11 | -21 | 2 | 8 | 37
COc1cc(NC(=O)CSc2nnc(-c3ccncc3)n2C2CCCCC2)ccc1NC(=O)c1ccco1 | -4 | -0.4 | 0 | -2.1 | -2.1 | 0 | -3 | 0 | 11 | 37
CCCOc1ccc(-c2nc(C#N)c(N3CCc4ccccc4C3)o2)cc1 | 7 | -1.8 | -5 | 0.2 | -0.9 | -1 | -6 | 0 | 21 | -10
COc1ccc2c(c1)C(=O)N1[C@H]3c4cc(C)ccc4OC[C@@H]3[C@H](c3ccccc3)[C@]1(C)C(=O)N2 | -2 | -1.5 | -52 | 1.1 | -2.5 | 0 | -12 | -1 | 13 | .
CCOC(=O)C1=C(C)N=c2s/c(=C/c3ccc(OCC(=O)O)cc3)c(=O)n2C1c1ccc(SC)cc1 (stereo not drawn) | -2 | 2.7 | . | 7.3 | -2.5 | . | . | -18 | 24 | .
COC(=O)C1=C(CSCc2ccccc2)NC(=O)NC1c1cc(C)ccc1C (stereo not drawn) | -1 | -1.8 | 5 | 4.6 | 1.6 | 24 | -14 | -4 | 9 | 33
C=CC[n+]1ccn(-c2nc3ccccc3nc2[N-]S(=O)(=O)c2cccs2)c1 | 26 | . | 6 | 1.9 | -2.1 | -11 | 3 | 0 | 3 | 25
CCN(CC)S(=O)(=O)c1ccc(/C=C/C(=O)NC2CCCCC2)cc1 | -3 | -0.9 | 2 | 2.8 | -3.1 | 5 | 8 | 10 | 8 | 2
O=C(CN(c1ccccc1)S(=O)(=O)c1ccccc1)NCCSc1nc2ccccc2s1 | 0 | -2.9 | -2 | -1.1 | -1.2 | -2 | 9 | -10 | 12 | 9
C#CCOCCOCCOCCNc1nc(N2CCN(C(=O)Cn3cc(CCO)nn3)CC2)nc(N2CCN(C(=O)Cn3cc(CCCN=C(N)N)nn3)CC2)n1 | 0 | -0.3 | . | . | 0.5 | 0 | 6 | -9 | 7 | .
COC(=O)c1ccc(-n2nnnc2SCC(=O)Nc2ccccc2C(=O)OC)cc1 | 2 | . | . | . | -2.7 | -1 | -4 | -8 | -8 | 4
CC1(c2ccc(Cl)cc2)NC(=O)N(CC(=O)N2CCN(S(=O)(=O)c3ccccc3)CC2)C1=O (stereo not drawn) | -1 | . | 3 | 4.3 | -4.2 | -2 | 1 | . | 3 | .
CC(=O)Nc1ccc(C(=O)N2CCc3cc4c(cc3C2C)OCCCO4)cc1 (stereo not drawn) | 0 | -0.7 | 0 | 1.1 | 0.8 | -11 | 0 | -2 | 9 | 0
Cc1[nH]c(=S)[nH]c(=O)c1CCC1OCCO1 | 4 | . | -7 | -2.5 | -0.9 | 1 | 4 | -11 | 5 | 16
O=C(O)C1=C[C@@H](c2coc3ccccc3c2=O)C[C@@H](OCc2ccc(CO)cc2)O1 | 1 | 0.9 | 5 | -0.2 | -0.3 | 6 | -3 | -9 | 8 | 21
O=C(Cc1ccccn1)c1ccc(F)cc1 | -1 | -1.4 | -3 | 1.0 | -0.3 | -3 | 1 | -6 | 4 | .
O=C(Cn1cc(C(F)(F)F)ccc1=O)NCC1CCCO1 (stereo not drawn) | 1 | -2.7 | -2 | 0.9 | -0.6 | 8 | -3 | 2 | 3 | .
COc1ccc(OC)c(CNC(=O)c2coc(=O)c3ccccc23)c1 | -1 | -2.2 | -7 | -0.3 | -3.7 | 11 | 2 | 4 | -12 | 6
CCN1C(=O)[C@H]2[C@@H](c3ccc(C(F)(F)F)cc3)N[C@]3(CCCN(CC4CCCCC4)C3=O)[C@H]2C1=O | -1 | 1.1 | . | . | -1.9 | -6 | 1 | -1 | -4 | .
CC(C)Cc1nnc(NC(=O)CCC(=O)N2CCC3(CC2)OCCO3)s1 | 2 | -0.2 | -3 | 1.7 | -0.9 | -14 | -2 | . | 9 | 0
COc1ccc(NC(=O)N(C)[C@H]2C[C@H]3c4[nH]c5ccccc5c4CCN3C(=O)[C@H]2[C@H](C)O)cc1 | 26 | . | . | . | -0.6 | -138 | 6 | -3 | 9 | .
COc1ccc(C(=O)Nc2ccc(/C(C)=N/NC(=O)c3ccccc3O)cc2)cc1OC | 0 | 10 | 0 | . | -2.7 | 0 | 3 | -6 | 7 | 5
COC(=O)C(O)(c1ccc(NC(=S)NC(=O)c2ccccc2)cc1)C(F)(F)F (stereo not drawn) | -1 | 0.9 | -6 | -1.9 | -2.1 | 10 | -6 | -3 | 6 | 5
Cc1ccc(S(=O)(=O)N2CCN(CC(O)c3ccccc3)CC2)cc1C (stereo not drawn) | 0 | 20 | 2 | 0.4 | -3.4 | 0 | 3 | -1 | -2 | 41
COc1ccc(-c2csc(NC(=O)CSC(C)C(=O)Nc3cc(C)on3)n2)cc1OC (stereo not drawn) | -1 | -0.1 | 2 | 1.1 | -1.3 | -11 | 11 | -7 | -7 | .

Some entries already given with just GDH-TPI inh.
Molecule	GDH-TPI inh
CCOC(=O)C1=C(C)N=c2s/c(=C/c3ccc(OCC(=O)O)cc3)c(=O)n2C1c1ccc(SC)cc1 (stereo not drawn)	24
COC(=O)C1=C(CSCc2ccccc2)NC(=O)NC1c1cc(C)ccc1C (stereo not drawn)	9
C=CC[n+]1ccn(-c2nc3ccccc3nc2[N-]S(=O)(=O)c2cccs2)c1	3
CCN(CC)S(=O)(=O)c1ccc(/C=C/C(=O)NC2CCCCC2)cc1	8
O=C(CN(c1ccccc1)S(=O)(=O)c1ccccc1)NCCSc1nc2ccccc2s1	12

2 entries from above, set out differently.
Under each structure: Mtb FBA inh | BioA inh | Rv3671c protease | Mtb UGM inh | FadD28 FP inh | CCHF vOTU inh | MazEF act | BoNT F protease | GDH-TPI inh | VHR inh abs
- CCN(CC)S(=O)(=O)c1ccc(/C=C/C(=O)NC2CCCCC2)cc1
    -3 | -0.9 | 2 | 2.8 | -3.1 | 5 | 8 | 10 | 8 | 2
- O=C(CN(c1ccccc1)S(=O)(=O)c1ccccc1)NCCSc1nc2ccccc2s1
    0 | -2.9 | -2 | -1.1 | -1.2 | -2 | 9 | -10 | 12 | 9

Later entries.
SMILES | Mtb FBA inh | BioA inh | Rv3671c protease | Mtb UGM inh | FadD28 FP inh | CCHF vOTU inh | MazEF act | BoNT F protease | GDH-TPI inh | VHR inh abs
COc1ccc(Cl)cc1Cn1c(C)c(C(=O)NCc2cccc(Cl)c2)sc1=O | 3 | 1.5 | . | . | -1.1 | 7 | . | 4 | 5 | .
CCN(CC)CCCNc1oc(-c2ccc(OC)c(OC)c2)nc1C#N | 164* | . | -2 | 0.2 | -1.1 | -28 | 7 | -14 | 17 | 16
Cc1ccc(-n2ncc3c2CC(C)(C)CC3NC(=O)CCn2cncn2)cc1 (stereo not drawn) | 5 | 4.3 | . | -1.0 | -0.9 | 4 | -2 | -3 | -6 | 13
CC(=O)N1CCN(C(=O)c2cc(S(=O)(=O)N(C)c3ccc(F)cc3)ccc2Cl)CC1 | -2 | -0.6 | 2 | -1.9 | -3.7 | -1 | 1 | 2 | -3 | .
Cc1c(-c2cccs2)[n+](=O)c2c(n1[O-])CCC2 | -14 | 1.2 | 3 | 5.9 | -1.9 | -6 | 18 | 7 | 14 | -5
Cc1ccccc1/C=N/NC(=O)Cn1nnc(N)n1 | 1 | -0.9 | 6 | -1.0 | -1.1 | -15 | 3 | -29 | -2 | 2
N/C(=N\OC(=O)Cc1ccc([N+](=O)[O-])cc1)c1ccccn1 | -1 | . | . | . | -0.5 | -5 | 9 | 0 | 7 | 16
N#CCC(=O)Nc1ccc(C(=O)OCC(=O)NNC(=O)c2cccs2)cc1 | 2 | -1.0 | -23 | 0.3 | -1.4 | -6 | -10 | . | 1 | .
Cc1cc(N2CCN(c3ccccc3)CC2)nc2ccccc12 | 0 | 0.4 | -1 | 3.7 | -3.7 | 9 | -4 | -24 | -2 | 14
O=[N+]([O-])c1ccccc1S(=O)(=O)NCCc1ccncc1 | -4 | -0.6 | 5 | -2.3 | -3.9 | 3 | 1 | -2 | 4 | 0
COc1ccc(C(=O)/C=C/c2ccc(OC)c(COc3ccc(F)cc3)c2)cc1 | -1 | -0.3 | 0 | -3.0 | 1.0 | -1 | -4 | -2 | 23 | 15
CC(C)OC(=O)Cc1nc2sc(-c3ccccc3)cc2c(=O)[nH]1 | 26 | -3.6 | -16 | 1.1 | -1.8 | 4 | 10 | -6 | 8 | 24
Cc1ccc(CSc2nc3nc(C)cc(C)c3c(=O)[nH]2)cc1 | 2 | -0.9 | 3 | -2.9 | -1.0 | -10 | 6 | -1 | -4 | -8
COc1ccc(C(=O)NCc2ccccc2C)cc1S(=O)(=O)NC1CCCC1 | -1 | -0.6 | -6 | -2.5 | -2.3 | -3 | -4 | -3 | -1 | .
CCN(CC)C(=O)c1cccc(-c2csc(C(C)(O)c3cccc(F)c3)n2)c1 (stereo not drawn) | 0 | -0.9 | . | . | -2.5 | -4 | . | 2 | 1 | .
COC(=O)C1=C(C)N(Cc2ccccc2)C(=NCCCCO)N[C@H]1c1ccccc1 | . | . | 14 | -2.4 | . | . | 2 | . | . | 24
O=C(NCc1ccccn1)c1cc2cc(Br)ccc2oc1=O | -2 | . | 3 | 2.7 | -2.9 | . | -2 | -10 | 11 | 11
COc1cccc(-c2nn(-c3ccc(C)cc3)cc2C(=O)N(C)CC(=O)Nc2cccc(F)c2)c1 | -2 | -0.5 | -42 | -2.8 | . | 9 | -2 | -4 | 0 | .
O=C(Nc1ccc(F)cc1)c1ccc2ncsc2c1 | 0 | 13 | -8 | 0.4 | -1.7 | -14 | 10 | -2 | 1 | 6
CCN(CC)c1nc(Oc2ccc(=O)[nH]n2)nc(N2CCOCC2)n1 | -4 | . | 8 | 0.0 | -2.3 | 6 | 2 | -2 | 0 | 1
CCOc1ccc(NC(C)=O)cc1N | 0 | 0.3 | 4 | 0.4 | -0.9 | -1 | 1 | -3 | 7 | .
COc1ccc(CN2C(=O)C(CC(=O)NCc3cccs3)CC(C(=O)N3CCOCC3)=C2C)cc1 (stereo not drawn) | -1 | -0.6 | . | . | -0.5 | 15 | 4 | -6 | 8 | .
O=C(CSc1ccc(-c2ccccn2)nn1)NC1CCCC1 | 1 | . | 8 | 1.5 | -3.3 | -4 | 2 | -5 | -1 | 22
Cc1ccc(S(=O)(=O)N(CCC(=O)Nc2ccc(OC(F)(F)F)cc2)c2ccccc2)cc1 | -2 | . | -23 | -1.7 | -1.1 | 12 | -4 | -6 | 2 | -4
Cc1ccc(P(=O)(OCCN2CCOCC2)C(C)(C)C)o1 (stereo not drawn) | 3 | 0.4 | -19 | -2.9 | -1.8 | 4 | 0 | 10 | 6 | 32
More records
SMILES | Mtb FBA inh | BioA inh | Rv3671c protease | Mtb UGM inh | FadD28 FP inh | CCHF vOTU inh | MazEF act | BoNT F protease | GDH-TPI inh | VHR inh abs
COc1cc(C2C(C#N)=C(N)Oc3c2c(-c2ccccc2)nn3-c2ccccc2)cc(OC)c1OC (stereo not drawn) | 4 | . | 7 | -2.4 | -0.6 | -1 | -8 | -6 | 8 | -7
CC(C)C(c1nnnn1CCc1ccccc1)N1CCSCC1 (stereo not drawn) | 3 | . | 0 | 5.0 | -1.4 | 8 | 2 | -3 | -3 | -9
CCOC(=O)c1[nH]c2ccccc2c1NC(=O)COC | 11 | -0.1 | -3 | 0.9 | -4.2 | 7 | 4 | -2 | 4 | 8
Cc1ccccc1/C=C\c1nc2ccccc2c(=O)[nH]1 | -1 | . | -3 | -2.1 | 1.0 | 1 | 3 | 1 | 22 | 12
O=C(CCc1nc(-c2ccccc2F)no1)NCCc1ccccc1Cl | 0 | -0.7 | -5 | 0.2 | -5.0 | 5 | -4 | -17 | -4 | 32
Cc1ccccc1CCNC(=O)c1ccc(Cl)c(S(=O)(=O)N2CC(C)OC(C)C2)c1 (stereo not drawn) | 0 | -1.7 | -18 | -1.2 | -1.0 | 4 | 4 | . | -9 | .
O=C(CN1C(=O)S/C(=C\c2ccc(-c3cc(C(=O)O)ccc3Cl)o2)C1=O)Nc1ccc2c(c1)OCO2 | 2 | -0.5 | . | -1.0 | -1.8 | 4 | . | -11 | -3 | 61
COc1ccc(C)cc1NC(=O)CN1CCN(S(=O)(=O)c2ccc(Br)cc2)CC1 | 8 | -1.4 | 1 | . | -2.0 | -2 | -1 | -6 | 8 | 29
